Screening results as filed in PubChem BioAssay.
HKDC1 inh: HKDC1 hexokinase inhibitors, primary screen, biochemical, fluorescence, uHTS; recombinant HKDC1, G6PDH/diaphorase resazurin coupled fluorescence; AID 493160, 2011; 340,000 tested, 0.16% active; inhibition, % at 20 µM;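 active means inhibition above about 35% when tested at 20 µM, limit read from the data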;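 further: plate controls were DMSO wells with enzyme for no effect and DMSO wells lacking enzyme for full effect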
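Test system: recombinant HKDC1 (HK5) hexokinase enzyme, produced in-house; Amount: enzyme 5 µg/mL final; Buffer or medium: Tris pH 8.0 buffer with MgCl2, Tween-20, BSA, BME; Reagent: glucose and ATP substrates; Doses: 20 µM test compound, 1% DMSO; Incubation: 90 min reaction incubation at room temperature, dark; Detection: resorufin fluorescence at 613 nm.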
SENP8 inh: human SENP8 protease inhibitors, primary screen, biochemical, fluorescence, Nedd8 protein substrate, uHTS | recombinant SENP8 | inhibition, % at 20 µM | 360,000 tested, 0.64% active; in the data active means inhibition mostly above about 40%, no sharp cut-off; inactive means mostly below about 27%
Target sequence (Q96LD8 whole entry, looked up): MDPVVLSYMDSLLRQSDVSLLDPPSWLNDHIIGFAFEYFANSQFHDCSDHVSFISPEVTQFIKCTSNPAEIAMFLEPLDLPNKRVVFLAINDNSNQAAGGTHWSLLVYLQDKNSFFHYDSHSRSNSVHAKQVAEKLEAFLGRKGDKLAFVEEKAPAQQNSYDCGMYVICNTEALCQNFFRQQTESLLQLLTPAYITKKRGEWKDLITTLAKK
GRIN3A LBD mod: binders of NR3A ligand-binding domain, primary screen, biophysical, differential scanning fluorimetry, uHTS; Glutamate receptor ionotropic, NMDA 3A (GRIN3A) ligand-binding domain; NR3A LBD differential scanning fluorimetry, Tm shift; 0% = protein alone, 100% = glycine-bound protein; Tm shift relative to glycine control, % at 25 µM; 340,000 tested, 2.5% active; AID 1259313, 2017;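 active means melting temperature shift of at least 10% of the positive control shift, at one fixed dose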
PfG6PD inh: PfG6PD enzyme inhibitors, primary screen, biochemical, fluorescence intensity, uHTS; glucose-6-phosphate dehydrogenase-6-phosphogluconolactonase (Plasmodium falciparum 3D7); PfGluPho enzyme, NADPH resazurin-diaphorase fluorescence; inhibition, % at 20 µM; 350,000 tested, 0.78% active; AID 504690, 2011;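 active means inhibition reaching at least a set limit at 20 µM in the primary screen, cut at about 59% in these data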;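 further: 0% = DMSO wells with substrate and 100% = DMSO wells lacking glucose-6-phosphate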
ATG4B inhibitor: ATG4B protease inhibitors, primary screen, biochemical, fluorescence, uHTS; 340,000 tested, 0.51% active; ATG4B cleavage of LC3-PLA2, NBD-HPC fluorescence, 1 h; inhibition, % at 8.33 µM; in the data active means inhibition above about 40%
Target sequence (Q9Y4P1 whole entry, looked up): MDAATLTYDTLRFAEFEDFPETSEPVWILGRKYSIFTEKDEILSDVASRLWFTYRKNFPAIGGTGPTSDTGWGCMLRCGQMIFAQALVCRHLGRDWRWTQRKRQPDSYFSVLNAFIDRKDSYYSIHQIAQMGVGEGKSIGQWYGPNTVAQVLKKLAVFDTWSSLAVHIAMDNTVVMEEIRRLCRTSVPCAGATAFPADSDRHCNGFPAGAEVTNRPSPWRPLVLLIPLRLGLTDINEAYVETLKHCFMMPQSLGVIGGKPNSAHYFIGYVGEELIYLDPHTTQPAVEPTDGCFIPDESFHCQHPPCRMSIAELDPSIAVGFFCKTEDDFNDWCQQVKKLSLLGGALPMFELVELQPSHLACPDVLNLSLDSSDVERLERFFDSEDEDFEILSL
MPTP inh: mitochondrial permeability transition pore inhibitors, primary screen, biochemical, isolated mouse mitochondria, absorbance. Ca2+ swelling absorbance, 30 min. inhibition, % at 10 µM. 360,000 tested, 1.4% active;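 active means inhibition of 50% or more, scaled per plate between neutral and stimulator controls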;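 further: 0% = DMSO wells given calcium and 100% = 1 mM EGTA wells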
SENP6 block: SENP6 protease inhibitors, primary screen, biochemical, luminescence, uHTS; Sentrin-specific protease 6 (Homo sapiens), Q9GZR1; Recombinant SENP6 catalytic domain, aminoluciferin luminescence; inhibition, % at 10 µM; 330,000 tested, 1.8% active;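 active means inhibition above about 50% at the single tested dose, limit read from the data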;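 further: plate controls were DMSO wells with enzyme for no effect and DMSO wells lacking enzyme for full effect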
SENP7 inh: SENP7 protease inhibitors, primary screen, biochemical, luminescence, uHTS. Sentrin-specific protease 7 (Homo sapiens), Q9BQF6. inhibition, % at 5 µM. recombinant SENP7, Z-RLRGG-aminoluciferin luminescence, 40 min. 330,000 tested, 1.5% active;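 active means inhibition above about 50% at the single test dose, limit read from the data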;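 further: plate controls were DMSO with enzyme for no effect and no enzyme buffer wells for full effect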
Target sequence (Q9BQF6 706-1050 limits assumed): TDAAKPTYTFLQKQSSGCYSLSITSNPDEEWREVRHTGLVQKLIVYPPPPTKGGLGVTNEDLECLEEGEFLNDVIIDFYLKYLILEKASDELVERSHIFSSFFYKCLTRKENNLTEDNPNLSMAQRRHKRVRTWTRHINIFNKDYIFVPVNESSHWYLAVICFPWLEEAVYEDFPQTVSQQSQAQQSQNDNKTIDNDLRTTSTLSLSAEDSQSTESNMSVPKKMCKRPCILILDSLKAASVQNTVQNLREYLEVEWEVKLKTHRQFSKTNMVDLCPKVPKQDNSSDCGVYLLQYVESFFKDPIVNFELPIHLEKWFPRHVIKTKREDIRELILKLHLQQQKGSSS
An asterisk follows results filed as active; . = no result given. Random draw from the library. About 6.9% of those tested had a hit in this group.

SMILES	HKDC1 inh	SENP8 inh	GRIN3A LBD mod	PfG6PD inh	ATG4B inhibitor	MPTP inh	SENP6 block	SENP7 inh
O=C(CN1CCN(Cc2ccccc2)CC1)NNC(=O)c1ccc(Cl)cc1	-1	3	1	-5	-1	1.2	-16	-4
CCCN(CC(=O)Nc1ccccc1C)C(=O)C1CC(=O)N(c2ccc(CC)cc2)C1 (stereo unspecified)	-3	15	2	10	-5	0.1	-9	6
Cc1ccc(C)c(N2CCN(c3ccc([N+](=O)[O-])cn3)CC2)c1	0	24	-1	12	-3	-1.1	-15	6
O=C(NCCC1=CCCCC1)C1CCN(S(=O)(=O)N2CCOCC2)CC1	6	10	-2	-22	8	-2.2	-1	-10
FC(F)(F)c1cccc(-c2ccn3ncnc3n2)c1	-7	-113	-1	1	2	1.2	4	15
CC(=O)c1cccc(S(=O)(=O)N2CCC(C(=O)OC3CCOC3=O)CC2)c1 (stereo unspecified)	-3	11	-2	2	-8	-0.6	-17	4
CCc1ccc(OCC2c3cc(OC)c(OC)cc3CCN2C(C)=O)cc1 (stereo unspecified)	-3	7	2	17	-15	1.4	9	-15
O=[N+]([O-])c1ccc(NNC(=S)Nc2ccc(F)cc2)cc1	-1	21	-2	44	7	46	-2	-1
CC(=O)Nc1ccc2[nH]c(C)cc(=O)c2c1	-7	-237	-1	5	14	-4.5	-24	4
Cc1nn2c(NCCCN(C)C)c3c(nc2c1-c1ccccc1)CCCC3	-3	-267	1	0	0	-1.9	3	1
CN1C(=O)N(c2cccc3ccccc23)C(n2cncn2)C1(C)C (stereo unspecified)	-2	13	-1	-3	-1	0.7	-7	3
COc1ccc(NC(=O)c2cnc(SC)nc2)cc1	-5	16	-1	-15	-1	0.1	-2	-3
COc1cccc(-c2sc3ccc(OC)cc3c2-c2ccc(OCCN(C)C)cc2)c1	-3	-76	-1	4	6	0.9	-14	-1
O=C(CSc1c[nH]c2ccccc12)NCC1CCCO1 (stereo unspecified)	-3	10	0	3	-2	-0.3	-14	-18
O=C(CN1CCN(S(=O)(=O)c2ccccc2)CC1)N1CCc2ccccc21	-5	1	5	3	0	-0.8	-10	-4
CCN(CC)c1ccc(/C=N/NC(=O)Cc2cccs2)c(O)c1	-10	-224	-8	-12	-9	2.9	.	.
CN(C)S(=O)(=O)c1cccc(N2C(=O)CC3(CCCCC3)CC2=O)c1	-7	17	-3	-6	2	-2.1	-8	3
CC1(C)CC(=O)C2=C(C1)OC(c1ccc(O)cc1)C(C#N)=C2N (stereo unspecified)	-1	7	-9	-4	2	0.1	-9	4
Cc1ccc(-n2ncc3c(=O)n(CC(=O)NC4CCCC4)cnc32)cc1C	-13	4	-1	-3	0	-1.8	-25	-13
NC(=O)CC(NC(=O)Cc1ccc(Br)cc1)c1ccc(N2CCN(c3ccc(F)cc3)CC2)c([N+](=O)[O-])c1 (stereo unspecified)	1	15	6	11	-9	-2.8	-3	15
CC(Oc1ccc(S(=O)(=O)N2CCCC2)cc1[N+](=O)[O-])C(=O)NC1(C#N)CCCCC1 (stereo unspecified)	-1	10	-1	-2	5	-0.2	-18	-9
COc1cc2c(c(OC)c1OC)C(c1ccccc1C)CC(=O)O2 (stereo unspecified)	-3	5	6	2	-2	1.0	.	3
CN(C)/C=C(/C(=O)c1ccc(Cl)cc1)n1cncn1	0	11	-1	-20	2	-0.1	-32	-10
O=C(COC(=O)c1cccnc1Cl)NCc1ccco1	-2	14	-3	-6	0	1.0	-4	5
CCOC(=O)C1(Cc2ccccc2)CCN(Cc2cc(=O)c3ccccc3[nH]2)CC1	-6	-16	-3	10	-2	0.5	-14	-3
COc1cc(/C=N/NC(N)=S)ccc1OCC(=O)N1CCOCC1	-8	9	2	29	-4	0.4	-6	7
COc1ccc(C(=O)N(CC2CCCO2)C(C(=O)NC2CCCC2)c2ccc(Cl)cc2)cc1OC (stereo unspecified)	4	15	-2	-11	-3	-2.7	-8	5
O=C(CCNS(=O)(=O)c1ccc(Br)cc1)NCCc1ccccc1	-4	19	-1	-5	-5	-1.9	-5	9
Cc1cc(C)[n+]2[nH]c(N)c(N=Nc3ccccc3)c2n1	-4	25	0	3	-3	-0.6	.	.
COc1cccc(C(=O)NCC(=O)N2CCC3(CC2)NCCc2[nH]cnc23)c1	-5	13	-1	5	-10	-1.5	5	1
Cc1ccc(NC(=O)CNC2CCCCC2)cc1Cl	-1	19	1	-3	7	1.2	-6	-1
O=c1[nH]cn[nH]1	-4	1	-2	-8	-6	-0.5	2	-8
CCNC(=O)NC(=O)c1csc([N+](=O)[O-])c1	-4	19	-1	1	-8	3.1	-26	6
Cc1c(C)c2cc(Cl)c(OC(C)C(=O)NCCN3CCOCC3)cc2oc1=O (stereo unspecified)	3	-238	2	-4	2	-1.2	5	1
CCC(=O)N1CCc2cc(S(=O)(=O)CCC(=O)O)ccc21	-6	9	1	-8	-2	-1.6	-9	0
CC(C)(/C=N/O)/[N+]([O-])=C/C=[N+](\[O-])C(C)(C)/C=N/O	-6	17	2	-1	-3	1.4	-3	-2

Compound profiles, from the list above. Order of values: HKDC1 inh | SENP8 inh | GRIN3A LBD mod | PfG6PD inh | ATG4B inhibitor | MPTP inh | SENP6 block | SENP7 inh
CCc1ccc(OCC2c3cc(OC)c(OC)cc3CCN2C(C)=O)cc1 (stereo unspecified) is listed with -3 | 7 | 2 | 17 | -15 | 1.4 | 9 | -15
CC(=O)c1cccc(S(=O)(=O)N2CCC(C(=O)OC3CCOC3=O)CC2)c1 (stereo unspecified) is listed with -3 | 11 | -2 | 2 | -8 | -0.6 | -17 | 4
O=C(CCNS(=O)(=O)c1ccc(Br)cc1)NCCc1ccccc1 is listed with -4 | 19 | -1 | -5 | -5 | -1.9 | -5 | 9
COc1ccc(C(=O)N(CC2CCCO2)C(C(=O)NC2CCCC2)c2ccc(Cl)cc2)cc1OC (stereo unspecified) is listed with 4 | 15 | -2 | -11 | -3 | -2.7 | -8 | 5
O=C(NCCC1=CCCCC1)C1CCN(S(=O)(=O)N2CCOCC2)CC1 is listed with 6 | 10 | -2 | -22 | 8 | -2.2 | -1 | -10

Next part
SMILES	HKDC1 inh	SENP8 inh	GRIN3A LBD mod	PfG6PD inh	ATG4B inhibitor	MPTP inh	SENP6 block	SENP7 inh
O=C(Nc1nc(-c2ccccn2)cs1)c1ccc(F)c(S(=O)(=O)N2CCOCC2)c1	-4	-3	-2	44	-23	-2.6	-1	-3
O=C(c1ccc(CNS(=O)(=O)c2ccccc2)cc1)N1CCN(Cc2ccccc2)CC1	-7	11	3	-1	-4	0.8	12	21
O=C(Cn1cnc2c(nnn2Cc2ccccc2F)c1=O)N1CCN(c2ccccc2)CC1	-6	12	-1	-4	-1	-1.1	-18	13
Cc1cccc(C(=O)Nc2c(C(=O)N(C)C)cnn2-c2ccccc2)c1	-8	-2	1	-19	5	0.6	10	-9
CCOC(=O)C1CCN(C(c2cccs2)c2sc3nc(C)nn3c2O)CC1 (stereo unspecified)	-3	12	-1	4	-1	-0.4	-18	4
CC(C(=O)N1CCCCC1)N1C(=O)c2ccccc2C1=O (stereo unspecified)	-9	21	-1	-17	4	-0.4	-2	10
O=S(=O)(NCC(c1cccnc1)N1CCN(c2ccccc2F)CC1)c1cccs1 (stereo unspecified)	10	22	8	-7	-6	1.4	-2	8
COc1cccc(C(=O)NCCS(=O)(=O)NCc2ccccn2)c1	5	15	0	-3	-3	-0.9	-8	-9
COc1ccc(CNC(=O)CN(C(=O)c2csnn2)c2ccc3c(c2)OCCO3)cc1	1	9	1	3	-16	-3.0	-13	-2
CCOC(=O)c1nn(-c2ccccc2)c2nnc(Cc3ccc(C)cc3)c(=O)n12	-4	10	-4	2	-2	0.3	-11	3
N=C1C(c2ccccc2)=C(O)CN1c1ccccc1	14	14	0	-26	2	-0.7	-8	1
COc1ccc(N2CCN(C(c3cccs3)C(C)NS(C)(=O)=O)CC2)cc1 (stereo unspecified)	-14	12	-2	3	-14	1.9	11	-3
COc1ccc(CC(=O)NC(C)(C)CC(C)=O)cc1OC	2	14	0	0	-9	-0.7	-13	0
COc1ccccc1-n1cc(CN2CCCC(CO)(Cc3cccc(Cl)c3)C2)cn1 (stereo unspecified)	-5	27	-1	-7	1	2.0	-13	0
Cc1nc(N2CCN(Cc3ccccc3)CC2)[nH]c(=O)c1C	-3	19	3	35	0	0.3	-10	8
COc1cc([N+](=O)[O-])cc(/C=N\NC(=O)C2COc3ccccc3O2)c1O (stereo unspecified)	-12	29	-5	-34	-1	-11	-8	7
COc1ccccc1NC(=O)c1ccc(COc2ccccc2OC)cc1	1	12	9	5	0	-0.8	-21	2
COc1ccc(OC)c(NC(=O)CC(NC(C)=O)c2ccccc2)c1 (stereo unspecified)	-4	14	1	-2	2	-0.1	-32	1
CC1CCCCN1S(=O)(=O)c1ccc(S(=O)(=O)N2CCN(C)CC2)cc1 (stereo unspecified)	-2	10	-3	20	-1	0.0	-23	0
COc1ccccc1CNC(=O)C1CCC(CNS(=O)(=O)c2ccccc2)CC1 (stereo unspecified)	-5	5	0	14	-1	0.9	9	-3
CC1=NN(c2ccccc2)C(=O)/C1=C\N(O)c1ccccc1	5	76*	1	24	5	1.1	25	36
COc1ccc(N(C(=O)c2cccnc2)S(=O)(=O)c2cc(OC)ccc2OC)cc1	4	8	0	2	-10	-1.3	10	-6
CCn1ccnc1CN(C)Cc1cn(C)nc1-c1ccccc1F	-3	7	0	9	-10	0.4	1	-4
Cc1cc(NCc2ccccc2)c2ccccc2n1	-4	1	-1	-7	5	10	21	-5
CCCCc1ccc(NC(=S)NCCCN2CCOCC2)cc1	-4	8	-1	13	-2	0.0	-5	2
CCC(C)N(CC(=O)Nc1cccc(C)c1C)C(=O)CCl (stereo unspecified)	7	17	0	10	0	0.0	3	-2
C#CCn1cnc2c(cnn2-c2ccc(C)c(C)c2)c1=O	-7	4	-2	-1	-4	-1.8	-8	4
Cc1cccc(/C=N/NC(=O)c2ccc(NC(=O)c3cccc(Cl)c3)cc2)n1	-3	9	15*	-6	-7	0.0	-17	-3
COc1ccc(-c2csc(NC(=O)C3CC(=O)N(c4ccc5c(c4)OCCO5)C3)n2)cc1 (stereo unspecified)	-6	-4	-7	6	-17	4.1	7	7
Cc1noc(C)c1C(=O)N(CC(=O)Nc1ccc(Cl)c(C(F)(F)F)c1)Cc1ccco1	2	12	-4	5	0	2.7	10	8
N#C/C(=C\c1ccc(OC(=O)c2ccc(Cl)s2)cc1)c1nc2ccccc2[nH]1	14	-396	-5	-10	0	2.2	-4	34
CCOC(=O)C1CCCN(CCC(=O)Nc2ccc(C)cc2)C1 (stereo unspecified)	1	0	1	10	-6	1.0	-1	7
CC(C)Oc1ccc(CNC(=S)N/N=C/c2ccc([N+](=O)[O-])cc2)cc1	-2	17	-5	19	-9	6.5	7	-2
COC(=O)c1ccc(C2C(C#N)=C(N)Oc3cc(O)ccc32)cc1 (stereo unspecified)	9	-5	-5	-1	1	0.7	14	11
COC(=O)c1cc(OC)c(OC)cc1NC(=O)CN1CCOCC1	4	-7	0	-11	-4	-0.7	-2	2
CCC(=O)N1N=C(c2ccc(NS(=O)(=O)c3ccc(C)cc3)cc2)CC1c1ccco1 (stereo unspecified)	5	-11	-6	-1	-18	-1.3	-11	7
COc1ccc(CCNC(=O)c2ccc(CSc3ccccc3)o2)cc1	1	18	-2	22	3	4.3	2	14
COC(=O)COc1cc(C)cc2oc(=O)c(CC(=O)OC)c(C)c12	-11	-397	0	-16	-6	-1.0	-7	0
